Bioassay records from PubChem BioAssay.
LMPTP block = blocks human LMPTP phosphatase. inhibition, % at 20 µM. 360,000 tested, 0.22% active. recombinant LMPTP-A, OMFP fluorogenic substrate, fluorescence intensity;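 active = compounds that cut the enzyme signal by at least half of the control window in the single-dose screen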;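 also: plate controls were DMSO wells with enzyme plus substrate for no effect and substrate without enzyme for full effect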
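Test system: LMPTP-A phosphatase enzyme. Amount: LMPTP-A at 0.625 nM final in the reaction. Reagent: OMFP substrate, 400 µM final. Times: 50 min at room temperature. Signal: endpoint fluorescence intensity from OMFP dephosphorylation. Read-out basis: % inhibition. Benchmarks: no-enzyme and uninhibited controls.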
MsrA inhibitor = bovine MsrA inhibition; purified bovine MsrA, absorbance read-out; inhibition, % at 15.5 µM; 360,000 tested, 0.75% active; AID 651718; in the data active = inhibition above about 4.5%;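 also: 0% = vehicle wells with enzyme and 100% = reference inhibitor wells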
SUMO1 PPI mod = SUMO1-SIM interaction modulation; SUMO1 binding to a labelled peptide, TR-FRET, 1 h; inhibition, % at 20 µM; 360,000 tested, 0.33% active; AID 602429; in the data active = inhibition above about 37%
Target sequence (P63165 whole entry, looked up): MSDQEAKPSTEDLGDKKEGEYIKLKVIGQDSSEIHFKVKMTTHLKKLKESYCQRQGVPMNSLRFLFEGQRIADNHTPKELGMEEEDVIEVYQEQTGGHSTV
DNMT1 inh = blocks human DNA methyltransferase DNMT1; inhibition (reported as % activation of signal), % at 10 µM; P26358; 360,000 tested, 0.83% active; AID 588458; DNMT1 molecular beacon, Hinp1I cleavage, fluorescence; in the data active = inhibition above about 50%
TbMetRS inhib = blocks T. brucei methionyl-tRNA synthetase activity. purified T. brucei MetRS, ATP depletion, Kinase-Glo luminescence. inhibition, % at 11.9 µM. 360,000 tested, 0.4% active;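 active = inhibition above a per-plate cutoff of the control wells' mean inhibition plus 3 SD, cut at about 5.5% in these data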;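 also: 0% = DMSO wells median and 100% = median of wells with control inhibitor compound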
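Material: T. brucei methionyl-tRNA synthetase, purified; reagent: substrates ATP, L-methionine and bulk Escherichia coli tRNA; dosing: 11.9 µM single point; timing: 15 min plus 2 h at 25 °C; detection: luminescence of leftover ATP; evaluation: % inhibition; control set: DMSO-only wells as low control; replicates: singlicate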
NadD inh = inhibitors of Staphylococcus aureus NadD | purified NadD enzyme, colorimetric absorbance read-out | inhibition, % at 20 µM | 360,000 tested, 0.78% active; in the data active = inhibition above about 26%; also: some compounds past the cut are filed as inactive
STEP inh = inhibitors of human striatal-enriched phosphatase STEP; recombinant STEP, OMFP fluorogenic substrate, fluorescence; 360,000 tested, 0.25% active; P54829; AID 588621; inhibition, % at 20 µM;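 active = inhibition at 20 µM, scaled per plate between control wells, above about 37%, limit read from the data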;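 also: 0% = DMSO with enzyme and substrate and 100% = substrate only without enzyme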
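medium = Bis-Tris buffer pH 6.0, 2.5 mM DTT, 0.005% Tween 20 | test system = STEP (striatal-enriched tyrosine phosphatase) enzyme, cell-free | measure = normalized % inhibition | compound dosing = 20 µM, 1% DMSO | also added = 25 µM OMFP | schedule = reaction 20 min, ambient temperature | measured by = fluorescence read at 480 nm ex / 540 nm em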
Rpn11 block = Rpn11 (human) deubiquitinase inhibition. O00487. AID 588493. 360,000 tested, 0.59% active. human 26S proteasome, Ub4-pepOG fluorescence polarization; 20S core pre-blocked with epoxomicin. calls only at 20 µM;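 active = inhibition at 20 µM, scaled to each plate's controls, above about 33%, limit read from the data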
CSN deneddyl inh = CSN deneddylation inhibition | inhibition, % at 12.5 µM | AID 651999 | 360,000 tested, 0.38% active | Purified CSN, SCF-Nedd8-OG deneddylation, fluorescence polarization;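 active = pattern-corrected inhibition above about 35%, with an unprinted fluorescence ratio check between 0.5 and 1.5, limit read from the data, passing the limit was not always enough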;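 also: 0% = enzyme with substrate and 100% = substrate without enzyme; some results filed as inactive read as strong as hits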
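Test system: purified human Csn5 enzyme expressed in HEK293T cells. Amount: 0.24 nM enzyme. Reagent: SCFSkp2-Nedd8OG substrate at 10 nM final. Schedule: 90 min incubation of compound, enzyme and substrate at room temperature. Detection: fluorescence polarization. Read-out: % inhibition of substrate cleavage by Csn5.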
Scp1 inh = blocks human Scp-1 phosphatase activity. inhibition, % at 20 µM. Recombinant Scp1, phosphopeptide, malachite green phosphate absorbance. 340,000 tested, 0.88% active. AID 493091;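 active = inhibition above about 50% at 20 µM, limit read from the data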;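 also: plate controls were DMSO wells with enzyme for no effect and wells lacking enzyme for full effect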
Target sequence (Q9GZU7 76-261 limits assumed): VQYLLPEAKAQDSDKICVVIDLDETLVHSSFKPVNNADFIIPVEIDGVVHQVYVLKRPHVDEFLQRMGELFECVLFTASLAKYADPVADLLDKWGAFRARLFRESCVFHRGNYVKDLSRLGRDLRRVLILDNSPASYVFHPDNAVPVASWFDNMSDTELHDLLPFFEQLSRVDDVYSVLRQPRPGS
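Material – SCP-1 phosphatase catalytic domain, residues 76-261 · Buffer or medium – Acidic Tris acetate buffer with magnesium and detergent · Also added – Phospho 17-mer peptide substrate · Compound – single 20 µM dose, 1% DMSO · Times – 45 min room-temperature reaction, 5 min colour, 30 min stabiliser · Technique – Phosphate-binding colour reagent, absorbance read at 630 nm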
The depositor's hits bear a star; i = inactive.

SMILES	LMPTP block	MsrA inhibitor	SUMO1 PPI mod	DNMT1 inh	TbMetRS inhib	NadD inh	STEP inh	Rpn11 block	CSN deneddyl inh	Scp1 inh
O=C(CCN1CCN(CCO)CC1)N1c2ccccc2Sc2ccc(C(F)(F)F)cc21	-0.3	-1.1	2	-7	-0.8	-3	-1	i	2	-12

These rows are one share of the data; rates above refer to the full screens.
